# KCNH2 3.1 block: KCNH2 3.1 (human) potassium channel inhibition; U2OS KCNH2 3.1, thallium flux FluxOr; hits give low values; activity change, % (tested at about 1.8 µM); 340,000 tested, 0.95% active; AID 720553;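 active = maximum activity change below -70%; inconclusive = maximum activity change from -70% to -50%; inactive = maximum activity change above -50%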;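 note: thallium influx rate constant from kinetic fluorescence after stimulation buffer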
#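 Kinetic fluorescence (2 min after stimulation buffer) measures Tl+ influx through KCNH2 3.1 expressed by viral transduction in U2OS cells; the rate constant is normalized against DMSO controls serving as positive and negative references.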
# B2AR arrestin: agonists driving beta-arrestin recruitment to human beta2-adrenergic receptor; Potency, µM (highest dose often 46.1 µM), inactives show at the top dose activation, usual class: activators; beta-arrestin recruitment to beta2AR, cell-based reporter; AID 492947; P07550; 330,000 tested, 0.02% active;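 note: potency is the fitted concentration of half-maximal effect; 0% = DMSO controls and full agonism = EC100 isoproterenol or metaproterenol; nearly all actives have a fitted effect of over 65% in size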
# Coupling enz: coupling enzyme interference in Giardia aldolase counter-screen | coupling enzyme system counterscreen, AmpLite Red fluorescence | activity change, negative = inhibition, % at 58.2 µM, hits read low | 290,000 tested, 0.67% active | AID 2472; in the data active = activity change below about -30%
#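 First, compound is pin-transferred into glyceraldehyde-3-phosphate coupling-enzyme reagent at 57.5 uM final and held 10 min at RT. Next, substrate, coupling system and AmpLite Red are added. After 20 min RT, fluorescence (525/598 nm) is read.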
# GALK inhibitor: galactokinase (human) inhibition | AID 1868 | P51570 | 270,000 tested, 0.007% active | Potency, µM (top dose mostly 57.5 µM), inactives show at the top dose activity change, negative = inhibition, most hits filed as inhibitors | Purified GALK, Kinase-Glo residual ATP luminescence; note: potency is the fitted concentration of half-maximal effect
# Target sequence (P51570 whole entry, looked up): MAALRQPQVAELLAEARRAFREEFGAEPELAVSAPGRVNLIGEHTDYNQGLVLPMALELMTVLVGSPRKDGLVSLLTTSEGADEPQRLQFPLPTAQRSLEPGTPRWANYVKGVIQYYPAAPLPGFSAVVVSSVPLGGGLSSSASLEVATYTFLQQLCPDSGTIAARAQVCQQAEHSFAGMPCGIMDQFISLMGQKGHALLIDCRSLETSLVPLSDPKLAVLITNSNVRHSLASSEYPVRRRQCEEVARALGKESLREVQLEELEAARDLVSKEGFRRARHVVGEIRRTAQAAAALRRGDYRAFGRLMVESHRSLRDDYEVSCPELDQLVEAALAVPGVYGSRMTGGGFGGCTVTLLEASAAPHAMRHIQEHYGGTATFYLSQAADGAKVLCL
#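 The enzyme phosphorylates galactose (100 uM) using ATP (35 uM); inhibition is detected as higher residual ATP, quantified by bioluminescence after 1 h reaction at room temperature, pH 8.0.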
# Eya2 phos inh: blocks the phosphatase activity of human Eya2; O00167; recombinant Eya2, OMFP fluorescence dephosphorylation (OMFP is methylfluorescein phosphate); Potency, µM (doses to about 76.9 µM), without a hit: at the top dose activity, negative = inhibition, most hits filed as inhibitors; 330,000 tested, 0.006% active; AID 488837; note: potency is the fitted concentration of half-maximal effect
#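 Eya2 protein (added as 0.2 uM solution) was preincubated with compound for 10 min at ambient temperature in 50 mM HEPES pH 7.5, 50 mM NaCl, 5 uM MgCl2, 0.05% BSA, 1 mM DTT. OMFP (added at 50 uM) then reacted 10 min; fluorescence read at 485/525 nm.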
# uPA surface inh: blocks generation of uPA at the cell surface. cell surface uPA generation assay, qHTS. Potency, µM (series often up to 38.3 µM), inactives show at the highest dose activity change, negative = inhibition, hits mostly inhibitors. 330,000 tested, 0.31% active. AID 540303; active = well fitted inhibition curve with a large enough effect; inconclusive = small, poorly fitted or top-dose-only effect; inactive = no such curve, though single readings can be large or run the other way; tested in mouse RAW 264.7 cells; note: potency is the fitted concentration of half-maximal effect; nearly all actives have a fitted effect of over 55% in size
# USP2a block: USP2a (human) protease inhibition. Potency, µM (top dose mostly 38.3 µM), for the others: top-dose activity change, negative = inhibition, hits mostly inhibitors. O75604. 330,000 tested, 0.01% active. AID 463254. USP2 core, Ub-CHOP2 coupled fluorogenic reporter, 485/531;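 note: potency is the fitted concentration of half-maximal effect; plate controls were DMSO wells for no effect and full inhibition by NEM control for full effect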
# Target sequence (O75604 whole entry, looked up): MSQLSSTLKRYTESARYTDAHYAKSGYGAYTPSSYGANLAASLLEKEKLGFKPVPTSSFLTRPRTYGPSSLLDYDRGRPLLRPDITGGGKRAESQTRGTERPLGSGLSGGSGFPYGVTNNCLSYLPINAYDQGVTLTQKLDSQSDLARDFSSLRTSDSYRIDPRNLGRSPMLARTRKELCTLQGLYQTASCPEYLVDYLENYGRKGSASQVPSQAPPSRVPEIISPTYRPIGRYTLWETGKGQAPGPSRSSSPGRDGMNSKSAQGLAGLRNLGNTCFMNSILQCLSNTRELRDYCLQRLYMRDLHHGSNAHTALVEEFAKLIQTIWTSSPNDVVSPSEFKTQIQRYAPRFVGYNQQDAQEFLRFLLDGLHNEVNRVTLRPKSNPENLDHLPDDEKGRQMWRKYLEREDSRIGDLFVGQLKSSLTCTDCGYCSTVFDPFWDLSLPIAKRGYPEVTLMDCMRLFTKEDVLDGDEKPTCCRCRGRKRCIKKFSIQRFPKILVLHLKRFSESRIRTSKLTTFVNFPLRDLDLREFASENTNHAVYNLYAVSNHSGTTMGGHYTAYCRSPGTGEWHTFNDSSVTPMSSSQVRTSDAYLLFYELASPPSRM
#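 USP2 core (10nM final) preincubated 30min RT with compound in 20mM Tris-HCl pH 8.0, 2mM CaCl2, 2mM beta-mercaptoethanol, 0.05% CHAPS; 25nM Ub-CHOP2 plus 25nM reporter substrate added, fluorescence (Ex485/Em531) read after 60min.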
# Giardia kill: kills Giardia lamblia | Giardia lamblia trophozoite viability | 340,000 tested, 0.15% active | activity change, % at 7.66 µM, hits read low | AID 540267; in the data active = activity change below about -80%; inconclusive = between about -30% and that limit;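 note: parasites exposed to compound for two days anaerobically before the ATP read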
#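 Luminescent ATP signal served as the viability read-out, measured 15-30 min after adding ATP detection reagent to trophozoites that had been incubated with compounds for 48 hrs at 37 deg C anaerobically at 100 cells/well.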
# PKM2 activator: activators of human pyruvate kinase M2; P14618; purified PKM2, Kinase-Glo ATP luminescence, activation; response scale: 0% is enzyme alone, no compound; Potency, µM (doses to about 57.5 µM), for the others: at the highest dose activation, most hits filed as activators; 260,000 tested, 0.34% active; note: potency is the fitted concentration of half-maximal effect; nearly all actives have a fitted effect of over 55% in size
#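 Kinase-Glo luminescence reports ATP generated from ADP (0.1 mM) and PEP (0.5 mM) by purified hPK-M2 after 1 h at room temperature, pH 7.2 imidazole buffer; intermediate enzyme activity allows detecting inhibitors and activators.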
# KCNH2 WT inh: KCNH2 (human, wildtype) channel inhibition; Q12809; U2OS, BacMam KCNH2, thallium flux FluxOr; hits give low values; activity change, % at 1.84 µM; 340,000 tested, 0.37% active; AID 720551;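 active = maximum activity change below -70%; inconclusive = maximum activity change between -70% and -50%; inactive = maximum activity change above -50%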
#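 U2OS cells were transduced with wild-type KCNH2 virus (2.03 x 10^8 / mL) for 4 h at room temperature, then cultured overnight at 37 C. Thallium flux was read with FluxOr dye. Rate constants were normalized to DMSO controls.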
# BCR signal inh: inhibitors of chronic active B-cell receptor signaling; ABC-DLBCL IkBa-CBG/CBR reporter, luminescence ratio, 4 h; Potency, µM (highest dose often 46.1 µM), for inactives: top-dose ratio change, negative = lower green/red ratio, usual class: inhibitors; 340,000 tested, 0.05% active; active = well fitted inhibition curve with a large enough effect in the signal ratio, with a control signal flat, not every such curve was filed as active; inconclusive = small, poorly fitted or top-dose-only effect, or effect the other way, or a change in a side signal; the % refers to the signal ratio;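 note: potency is the fitted concentration of half-maximal effect; plate controls were basal doxycycline-induced cells for no effect and cells given 10 µM MG132 for full effect; MG132 reads +100%, hits lower the ratio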
#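 Concentration-response series (up to 46 uM) were applied to TMD8 dual-reporter cells for 4 h at 37C with doxycycline. Green/red ratio, after filter-overlap correction, defined %Activity; red signal alone was normalised to basal cells and zero luminescence.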
# The depositor's hits bear a star; u = inconclusive; x = no result given; & = joins results of further samples; [ ] = dose if it differs, or a comment. Unless noted, calls come from the whole dose curve; as a rule, active = well fitted curve in the direction sought with a large enough effect; inconclusive = small, poorly fitted or top-dose-only effect, or another doubt; inactive = no such curve, though single readings can be large; an effect the other way counts as inactive or inconclusive. Unless noted, % is set by controls: 0 for no effect and ±100 for the full control effect.
SMILES	KCNH2 3.1 block	B2AR arrestin	Coupling enz	GALK inhibitor	Eya2 phos inh	uPA surface inh	USP2a block	Giardia kill	PKM2 activator	KCNH2 WT inh	BCR signal inh
O=C(O)c1cc(-c2ccco2)nc2cc3ccccc3cc12	0	-0.2%	-6	0%	2%	-5%	0%	7	9%	0	u
COc1ccc2sc(-c3ccc(S(C)(=O)=O)cc3)c(C#Cc3cncn3C)c2c1	12	-0.1%	x	x	-11%	1%	-1%	42[activator]	x	-12	1%
COc1ccccc1C(=O)NCCC(=O)N(C)CC(=O)Nc1ccccc1Br	-1	0.1%	x	x	-9%	9%	0%	-3	x	-5	u
CCOc1ccc(CNS(=O)(=O)c2cc(-c3cc(C)no3)ccc2OC)cc1OC	11	0.5%	x	-2%	-14%	0%	0%	22	x	9	5%
c1ccc(-c2cc(N3CCCCC3)ncn2)cc1	4	0.1%	-1	0%	5%	4%	1%	-12	-5%	-4	u
O=C(OCc1nnc(-c2ccccc2)o1)C1CC(=O)N(Cc2ccco2)C1 (configuration not stated)	-2	-0.2%	0	-2%	2%	-14%	1%	1	7%	-6	7%
CSc1ccc(CNCC(O)c2ccccc2)cc1 (configuration not stated)	-16	5.0%	-4	10%	3%	-3%	0%	10	1%	9	-14%
c1ccc(-n2ncc3c(N4CCN(CCOc5cccc6ccccc56)CC4)ncnc32)cc1	-16	-0.2%	0	-1%	15%	3%	3%	-2	-3%	0	20%
CCCCNc1ccc(C(=O)Nc2cccc(C)n2)cc1[N+](=O)[O-]	5	0.1%	-1	1%	13%	x	0%	-18	-4%	-6	5%
COCCn1cnnc1SCC(=O)Nc1ccc(Br)cc1F	2	-0.2%	6	1%	-25%	-1%	0%	-9	7%	-7	0%
CC(C)c1ccc(N(C)C(=O)Cc2c(C(=O)O)n(C)c3ccccc23)cc1	4	0.1%	12	5%	12%	2%	0%	-10	x	-3	2%
CCOc1ccc(NC(=O)C2CCCCN2S(=O)(=O)c2ccccc2)cc1 (configuration not stated)	-4	-0.2%	2	1%	-13%	x	-2%	-8	11%	6	12%
COc1cc2c(cc1NC(=O)Cn1cnc3c1c(=O)n(C)c(=O)n3C)oc1ccccc12	x	2.7%	0	5%	-3%	x	2%	x	-1%	x	5%
CCN(CC)S(=O)(=O)c1ccc(N2CCN(CCO)CC2)nc1	2	-0.4%	0	2%	12%	0%	-4%	-1	-1%	7	0%
Cn1c(SCC(=O)Nc2ccc3c(c2)n(C)c(=O)n3C)nnc1-c1ccncc1	4	-0.8%	1	-2%	-15%	8%	0%	3	x	-4	0%
O=C(NCCN1CCOCC1)c1ccc(CS(=O)(=O)c2ccc(Cl)cc2)o1	-1	-0.1%	3	0%	22%	6%	-2%	0	-2%	-12	4%
CC(C)(C)C1(C)OC(=O)C(=Cc2ccc(OCC(=O)Nc3ccccc3)cc2)C(=O)O1 (configuration not stated)	-2	-0.2%	1	-1%	-1%	1%	5%	0	1%	-1	-7%
CC(=O)c1sc(NCc2ccccc2)nc1C	-6	0.3%	1	11%	18%	1%	2%	-11	4%	-4	-7%
Cc1c(NC(=O)C(C)OC(=O)/C=C/c2ccc(OC(F)F)cc2)c(=O)n(-c2ccccc2)n1C (configuration not stated)	4	-0.2%	x	x	9%	-2%	0%	6	x	4	-2%
Cc1nn(CCCC(=O)NCc2ccc(Cl)cc2)c(C)c1[N+](=O)[O-]	4	-0.3%	-1	1%	-7%	3%	4%	-4	4%	-37	3%
Cc1cc(C(=O)COC(=O)c2ccc(F)cc2F)c(C)n1C1CC1	9	0.4%	x	x	0%	2%	-2%	8	x	0	u
O=C(N/N=C/c1ccccn1)c1cc(-c2ccccc2Cl)n[nH]1	8	-0.8%	-10	0%	-12%	-22%	2%	u	-9%	-28	u
CCC1=NN2C(=N)/C(=C\c3ccc(OCCOc4ccc(NC(C)=O)cc4)c(OC)c3)C(=O)N=C2S1	4	-0.1%	0	-3%	11%	6%	-2%	-18	x	5	-4%
O=c1oc(-c2ccc(Br)cc2)nc2ccccc12	0	-0.1%	0	-1%	2%	-7%	0%	-5	-1%	-7	x
COc1cccc(C(=O)Nc2nc3c(s2)CN(C)CC3)c1	5	-4.4%	x	-1%	-3%	-1%	0%	-6	4%	-1	x
Cc1ccc(CNC(=O)CSc2nc3ccsc3c(=O)n2NC(=O)c2ccccc2)cc1	-27	0.1%	0	-1%	20%	2%	-1%	-2	0%	-11	0%
COc1cc(NC(=O)c2cccs2)c(C(=O)OCC(=O)NCc2ccco2)cc1OC	3	-0.4%	1	1%	-25%	2%	2%	-21	20%	2	-24%
CCOC(=O)C1CCN(CC(=O)Nc2ccc(OC)c(S(=O)(=O)N3CCCCC3)c2)CC1	-17	-0.4%	x	x	-4%	-4%	3%	-3	x	10	-3%
Nc1nc(-c2cccnc2)nn1C(=O)Cc1ccccc1	13	0.0%	-2	-1%	-37%	8%	1%	-2	2%	5	2%
CCS(=O)(=O)N1CCC(C(=O)NCc2ccccc2OC)CC1	1	0.3%	-12	2%	20%	-2%	2%	6	3%	-12	-1%
Cc1cc2c(ncn2C)c(NS(=O)(=O)c2cc(Cl)ccc2Cl)c1C	-9	-0.2%	2	2%	16%	1%	0%	-11	-6%	-5	-2%
Fc1ccccc1-c1nc(-c2ccccc2)no1	3	-0.3%	0	0%	0%	1%	1%	-9	-31%	-5	-25%
CC(=O)Cc1nsc(Nc2ccc3c(c2)OCCO3)n1	-23	3.8%	1	0%	7%	-3%	0%	-4	-3%	-2	-1%
CCOc1ccc(NC(=O)CCc2ccc(C)o2)cc1	-2	0.3%	x	0%	-2%	-20%	3%	-23	x	2	-9%
COc1cccc(C(=O)Oc2ccc3c(C)cc(=O)oc3c2C(C)=O)c1	-1	0.2%	4	1%	-2%	7%	-1%	2	-5%	-2	-7%
COc1ccc(C(=O)NC(=S)Nc2nc(C)cc(C)n2)cc1Br	1	0.0%	0	0%	2%	9%	0%	-7	1%	16	15%
COc1cccc(N2CCN(C(=O)c3[nH]c(C)c(C(C)=O)c3C)CC2)c1	5	-0.3%	0	0%	-11%	-14%	0%	-3	3%	1	u
C=CCNC(=O)Nc1cc(Cl)ccc1OC	-27	7.5%	-3	1%	5%	-3%	8%	-7	1%	9	-3%
CN1CCc2ccccc2Cc2[nH]c3ccccc3c2CC1	-13	0.0%	1	x	-6%&7%	-4%	2%	1	x	-2	-1%
O=C(NCc1cccc(C(F)(F)F)c1)c1ccc[nH]1	-11	0.4%	-2	-2%	2%	-19%	2%	u	x	2	0%
COc1ccc(/C=C/C(=O)Nc2ccc(-n3nncc3-c3ccc(OC)c(OC)c3)cc2)cc1OC	-10	-0.1%	0	-1%	-1%	-15%	4%	-1	3%	-5	u
O=C(/C=C/c1ccc(OCc2cccc(Cl)c2)cc1)N1CCOCC1	4	0.1%	-1	-2%	9%	1%	0%	-20	3%	-5	2%
CCn1ncc(C2=NOC(C(=O)Nc3cccnc3)C2)c1C (configuration not stated)	6	0.1%	-1	4%	17%	-8%	0%	-8	-1%	-9	-5%
COC(=O)c1ccccc1NC1CC(=O)N(c2c(C)cccc2C)C1=O (configuration not stated)	-2	0.2%	-2	0%	-19%	x	-5%	14	-8%	-13	u
O=C(Nc1cccc(Cl)c1)c1ccccc1	11	-0.5%	x	x	6%	-17%	0%	-20	x	22	-4%
Cc1ccccc1CNC(=O)C1CCC(=O)N(C2CCCCCC2)C1 (configuration not stated)	x	-0.3%	1	2%	13%	1%	-2%	8	-7%	15	2%
CCONC(=O)Nc1ccccc1	13	-0.1%	0	-2%	-8%	1%	3%	9	1%	4	-16%
O=C(O)c1cc(N/N=C/c2cccs2)ccc1Cl	x	-0.1%	5	8%	4%	x	0%	x	-5%	x	u
Cc1cc(C)c2c3c(sc2n1)C(=O)N(c1ccccc1C)CC(=O)N3	4	0.5%	1	0%	-14%	0%	1%	-3	4%	-3	1%
O=C(c1ccccc1)C1C(=O)c2ccccc2C1=O	-22	-0.2%	2	-1%	-2%	2%	0%	-4	-5%	-7	-2%
COc1cc(C2C(C(=O)c3ccc(C)o3)=C(O)C(=O)N2CCc2ccccc2)ccc1O (configuration not stated)	2	-1.8%	0	-1%	7%	2%	4%	0	4%	-7	1%

# Screening data from PubChem.
